# Screening data from PubChem BioAssay.
# Pf apPOL inh: Pf-apPOL inhibitors, biochemical, fluorescence; Plasmodium falciparum apicoplast DNA polymerase (apPOL); Recombinant Pf-apPOL, molecular beacon fluorescence, 1.5 h; inhibition, % at 10 µM; 210,000 compounds, 0.25% hits
# mHTT-CaM PPI inh: mutant huntingtin-calmodulin interaction inhibitors – biochemical, AlphaScreen, primary screen. AlphaScreen His-mHTT/GST-CaM binding, luminescence. inhibition, % at 15 µM. 190,000 compounds, 3.6% hits. AID 1671202, 2021;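 also: 0% = both proteins with DMSO and 100% = one protein alone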
# Active calls of the source: *; i = inactive; . = not tested or not shown; & = joins results of further samples. Rule as the data show it: active = inhibition above about 50%; inactive = the rest.
smiles,mHTT-CaM PPI inh,Pf apPOL inh
CCOc1ccc(S(=O)(=O)N(CC(=O)Nc2ccccc2CC)c2ccccc2)cc1,11,-1
O=C(CN(Cc1ccc(Br)cc1)S(=O)(=O)c1ccccc1)NCc1ccco1,4,-4
CCCCNC(=O)C1CC(c2cccc(OC)c2)=NO1 (centres undefined),-9,-5
O=C1NC(=Nc2ccccc2Cl)S/C1=C/c1ccc2c(c1)OCO2,46&34,-1&-1
COc1ccccc1CNS(=O)(=O)c1ccc(OC)c(OC)c1,-2,-6
Fc1ccc(C2Cn3nc(-c4nc(-c5ccncc5)no4)cc3CO2)cc1 (centres undefined),4,10
Cn1c2c(c3cc(Br)ccc31)CCCC2=O,-18,0
Cc1cc2ncn(CC(O)COC3CCCCC3)c2cc1C (centres undefined),-2,-3
Clc1ccc(OCOc2ccc(Cl)cc2)cc1,.,-16
CCOC(=O)C1CCN(Cc2cccc(NC(=O)c3cc(C)on3)c2)CC1,.,-2
CSc1nnc(C(O)c2ccccc2)n1-c1ccccc1 (centres undefined),3,-10
Cc1ccc(NC(=O)N2CCC(n3cnc4c(Cl)cccc4c3=O)CC2)cc1C,10,5
COc1ccc(OC)c(-c2csc(Nc3cc(C)ccn3)n2)c1,38,0
CC(C)(C)c1cc(CN2CCN(CCO)CC2)cc(C(C)(C)C)c1O,-5,5
Cc1cccc(C)c1NC(=O)CN1CCC(c2nc(-c3ccccc3Cl)no2)CC1,10,-3
Cc1ccc(S(=O)(=O)N2CCC3(CC2)NCCN=C3NCc2ccc(F)cc2)c(C)c1,30,-2
Cc1ccc(-n2cccc2)c(NC(=O)c2cccc(C(F)(F)F)c2)c1,.,-3
Cc1ccnc(N2CCC(C(=O)Nc3cc(F)ccc3F)CC2)n1,-12,-2
CCN(Cc1cn(C)nc1C)C(=O)c1cn2ccccc2n1,-2,1
COc1ccc(C(=O)NC2CCN(c3cc(C)cc(C)c3)C2=O)cc1 (centres undefined),-6,0
O=C(NCCC1CCN(S(=O)(=O)c2ccccc2)CC1)NCc1ccco1,42,2
CCc1cc(C2CCCN2C(=O)Cn2cc(Cl)cn2)on1 (centres undefined),-6,-2
CC(C)CCNC(=O)c1cnn2c3c(cnc12)CCCC3,8,-1
COc1ccccc1C(=O)N1CCCC1c1nc(-c2ccccc2OC)no1 (centres undefined),-4,2
Cc1cc(C)c(CSCCn2c(C)ccc2C)c(C)c1,.,1
CCc1c(C)sc(NC(=O)c2cnn3c(C(F)(F)F)cc(-c4ccccc4)nc23)c1C(N)=O,-1,7
CN1Cc2nnn(Cc3ccccc3)c2-c2ccccc2S1(=O)=O,-5,-3
COc1ccccc1CC(=O)N1CCC(CCOc2ccncc2)CC1,10,-4
CCC(=O)N1CCN(c2cc(Cl)ccc2OC)C(=O)C1C (centres undefined),-8,0
O=C(CCc1nnc(-c2ccccc2)[nH]c1=O)N1CCCCC1,-1,-3
CS(=O)c1ccc(SCC(=O)NC2CCS(=O)(=O)C2)c([N+](=O)[O-])c1 (centres undefined),-1,-6
CCOC(=O)C1CCCN(C(=O)C2CCc3nc(N(CC)CC)ncc3C2)C1 (centres undefined),8,1
CN1c2ccsc2C(=O)C(=NNc2cccc(C(F)(F)F)c2)S1(=O)=O,.,2&-7
COc1ccc(S(=O)(=O)N2CCc3c(nc4cc(-c5ccccc5)[nH]n4c3=O)C2)cc1,32,-2
CCCn1cc(C2=CCN(S(=O)(=O)c3ccc(C(C)C)cc3)CC2)c2cccnc21,6,-7
Cc1cc(=O)[nH]c(-n2nc(-c3ccccc3)cc2NC(=O)CCSc2ccccc2)n1,-13,-10
CCN(CC)Cc1c(O)ccc2c(=O)c(Oc3cccc(C)c3)c(C(F)(F)F)oc12,7,3
CC(=NC(C)C)C1=C(O)CC(C)(C)CC1=O,3,-2
COc1cccc(NC(=O)Cn2c(C(C)C)nc3c(c2=O)CN(Cc2ccccc2)CC3)c1,23,-5
COc1ccccc1OCCNC(=O)c1ccc(Br)cc1,-7,1
CN(CCc1ccccn1)C(=O)c1ccc(F)cc1,-3,-5
COc1ccccc1CNC(=O)Cc1cccs1,9,-14
CC(=O)N1CCc2cc(Br)cc(S(=O)(=O)NCCN3CCC(C)CC3)c21,-2,0
CCn1ccc2c(cc(C(=O)Nc3ccc(C)cc3C)n2C)c1=O,1,-5
Cc1cccc(CNC(=O)CC2CCN(C(=O)C3CCCCC3)CC2)c1,15,-4
COc1cccc(Cc2n[nH]c(=S)n2-c2ccc(Cl)cc2)c1,.,-3
COc1ccc(S(=O)(=O)Nc2ccc(OC)c(OC)c2)cc1Br,1,-5
COc1ccccc1CNC(=O)c1ccc(-n2nc(C)c3c2CCCC3=O)cc1,12,1
Cc1ccccc1CC(=O)N1CCCN(c2ncccc2-c2nc(C(C)C)no2)CC1,3,1
Cn1c(=NC(=O)c2ccc(S(=O)(=O)N3CCCCC3)cc2)sc2ccccc21,-2,i
Cc1ccccc1C(=O)Nc1ccc(Cl)cc1Cl,-12,-2
CS(=O)(=O)Nc1nc2ccc(Cl)cc2s1,-3,-6
O=C1C2N=NN(c3ccccc3)C2C(=O)N1c1ccc(F)cc1 (centres undefined),-10,2
Cc1ccc(C)c(NC(=O)Cn2cccc2-c2nnc(C3CCC3)o2)c1,-5,1
CCC(C)NC(=O)c1oc(=O)c2ccccc2c1-c1ccc(C)cc1 (centres undefined),-5,0
CCCCNC(=O)CSc1ncccc1C(=O)NCc1cccnc1,5,-6
O=C(CC(C[N+](=O)[O-])c1ccc(Cl)cc1)c1ccccc1 (centres undefined),.,-2
COc1nccnc1NC1CCN(C(=O)CC2CCCC2)CC1,4,-4
O=C(NC(=O)N1CCOCC1)c1csnn1,.,0
O=C(NCCc1ccccc1)c1ccc(Cl)c(Cl)c1,-12,-8

# Following part:
smiles,mHTT-CaM PPI inh,Pf apPOL inh
CC1CCCN(Cc2c(O)ccc3cc(-c4nc5ccccc5n4C)c(=O)oc23)C1 (centres undefined),-3,-6
CCCOc1ccc(/C=c2\sc3ncnn3c2=O)cc1,-2,-2
O=c1/c(=C/c2ccccc2Cl)sc2nnc(-c3ccccc3)n12,0,-4
COc1cccc(NC(=S)NNC(=O)C(C)n2nnc(-c3cc(C(F)(F)F)cc(C(F)(F)F)c3)n2)c1 (centres undefined),.,-353
Cc1ccc(-n2nc(C)c3c(C)cc(=O)oc32)cc1C,8,-4
O=C(Nc1ccc2ncnc(N3CCCCC3)c2c1)c1ccc(Br)o1,26,5
CC1CCc2nn(CC(=O)Nc3c(F)cc(F)cc3Br)cc2C1 (centres undefined),5,-4
CCCCCCNC(=O)c1cc(S(=O)(=O)N2CC(C)CC(C)C2)ccc1F (centres undefined),-2,-4
O=C(NCCc1ccccc1)C1CC(=O)N(c2ccc(F)c(Cl)c2)C1 (centres undefined),-8,0
O=C(O)c1ccccc1Nc1c([N+](=O)[O-])c(=O)oc2ccccc12,24,0
COc1ccc(N=Cc2ccc([N+](=O)[O-])cc2[N+](=O)[O-])cc1,30,-3
Cc1ccc(OCC(O)CN2CCN(c3cccc(Cl)c3)CC2)cc1C (centres undefined),37,4
O=C(NCCc1ccc(N2CCCC2)cc1)c1ccccc1,34,-6
C=CCSc1nnc2c(n1)OC(c1ccc(F)cc1)N(C(C)=O)c1ccccc1-2 (centres undefined),28,-13
Cc1ccc(S(=O)(=O)Nc2ccc(NC(=O)c3ccc(C)o3)cc2)cc1,6,-1
Cc1c(OC(=O)c2ccco2)ccc2c1OC(=Cc1ccco1)C2=O,19,2
CCOc1cc([N+](=O)[O-])cc(C=Nc2cccc(-c3nc4ccccc4o3)c2)c1O,22,0
Cc1cc(C)c(S(=O)(=O)NCc2nc3cccnc3n2C(C)C)cc1C,-2,-2
O=C(c1ccc(Cl)cc1)N1CCN(C(C(=O)N2CCCCC2)C2CCCC2)CC1 (centres undefined),22,-1
Oc1cccc(CN2CCCn3cccc3C2c2ccc(F)cc2)c1O (centres undefined),98*,2
CN1C(=O)c2ccccc2C(C(=O)Nc2cccc(C(F)(F)F)c2)C1c1cccs1 (centres undefined),14,10
CCOc1ccccc1NC(=O)CCC1CCCCC1,-22,3
COc1ccc(/C(N)=N/OC(=O)COc2ccc(Br)cc2)cc1,i,-37
CC1(C)CC(=O)C(C=Nc2ncccc2C(=O)O)=C(O)C1,-1,0
O=C1C2C(c3cccc(F)c3)OC3(C(=O)c4ccccc4C3=O)C2C(=O)N1C1CCCCC1 (centres undefined),10,-4
Cc1nnc(NC(=O)CSc2n[nH]c(CC(C)C)n2)s1,-6,-1
O=C1NC(=O)/C(=C/c2cccc([N+](=O)[O-])c2)S1,-3,-2
CC(=O)Nc1nc(SCc2ccccc2Cl)n[nH]1,3,-7
COCCn1cc2c3c(cccc31)CN(C(=O)COc1ccccc1)CC2,55*,-1
CCCC1=NN(c2ccccc2)C(=O)/C1=C/c1cc(OC)c(OC)cc1Cl,5,-4
O=C1CSC(c2cccc([N+](=O)[O-])c2)N1c1c(F)cccc1F (centres undefined),10,0
COc1cccc(CNC(=O)NCCC2CCN(C(=O)NC3CCCCC3)CC2)c1,-12,7
Cc1cccc(C(=O)N2CCN(c3cccc(Cl)c3C)C(=O)C2C)c1 (centres undefined),-2,3
O=C1NC(=O)/C(=C/c2ccccc2Br)S1,-3,5
Cc1cc(C)nc(NS(=O)(=O)c2ccc(N3C(=O)c4ccc(C(=O)O)cc4C3=O)cc2)n1,3,2
COc1nccnc1N1CCC(NC(=O)c2ccc3cc[nH]c3c2)C1 (centres undefined),18,2
Cc1ccc(C)c(-c2noc(-c3c(O)c4cc(C)ccc4[nH]c3=O)n2)c1,-8,-2
CCCn1c(C2CCN(C(=O)NCc3ccc(C)cc3)C2)nc2cccnc21 (centres undefined),5,-3

# Not a retest: entries from further up.
smiles,mHTT-CaM PPI inh,Pf apPOL inh
Cc1ccc(S(=O)(=O)Nc2ccc(NC(=O)c3ccc(C)o3)cc2)cc1,6,-1
Cc1c(OC(=O)c2ccco2)ccc2c1OC(=Cc1ccco1)C2=O,19,2
CCOc1cc([N+](=O)[O-])cc(C=Nc2cccc(-c3nc4ccccc4o3)c2)c1O,22,0
Cc1cc(C)c(S(=O)(=O)NCc2nc3cccnc3n2C(C)C)cc1C,-2,-2
O=C(c1ccc(Cl)cc1)N1CCN(C(C(=O)N2CCCCC2)C2CCCC2)CC1 (centres undefined),22,-1
Oc1cccc(CN2CCCn3cccc3C2c2ccc(F)cc2)c1O (centres undefined),98*,2
CN1C(=O)c2ccccc2C(C(=O)Nc2cccc(C(F)(F)F)c2)C1c1cccs1 (centres undefined),14,10
CCOc1ccccc1NC(=O)CCC1CCCCC1,-22,3
COc1ccc(/C(N)=N/OC(=O)COc2ccc(Br)cc2)cc1,i,-37
CC1(C)CC(=O)C(C=Nc2ncccc2C(=O)O)=C(O)C1,-1,0
O=C1C2C(c3cccc(F)c3)OC3(C(=O)c4ccccc4C3=O)C2C(=O)N1C1CCCCC1 (centres undefined),10,-4
Cc1nnc(NC(=O)CSc2n[nH]c(CC(C)C)n2)s1,-6,-1
O=C1NC(=O)/C(=C/c2cccc([N+](=O)[O-])c2)S1,-3,-2
CC(=O)Nc1nc(SCc2ccccc2Cl)n[nH]1,3,-7
COCCn1cc2c3c(cccc31)CN(C(=O)COc1ccccc1)CC2,55*,-1
CCCC1=NN(c2ccccc2)C(=O)/C1=C/c1cc(OC)c(OC)cc1Cl,5,-4
O=C1CSC(c2cccc([N+](=O)[O-])c2)N1c1c(F)cccc1F (centres undefined),10,0
COc1cccc(CNC(=O)NCCC2CCN(C(=O)NC3CCCCC3)CC2)c1,-12,7
Cc1cccc(C(=O)N2CCN(c3cccc(Cl)c3C)C(=O)C2C)c1 (centres undefined),-2,3
O=C1NC(=O)/C(=C/c2ccccc2Br)S1,-3,5
Cc1cc(C)nc(NS(=O)(=O)c2ccc(N3C(=O)c4ccc(C(=O)O)cc4C3=O)cc2)n1,3,2
COc1nccnc1N1CCC(NC(=O)c2ccc3cc[nH]c3c2)C1 (centres undefined),18,2
Cc1ccc(C)c(-c2noc(-c3c(O)c4cc(C)ccc4[nH]c3=O)n2)c1,-8,-2
CCCn1c(C2CCN(C(=O)NCc3ccc(C)cc3)C2)nc2cccnc21 (centres undefined),5,-3

# 5 entries already listed, ordered by count of non-hydrogen atoms, rising:
smiles,mHTT-CaM PPI inh,Pf apPOL inh
O=C1NC(=O)/C(=C/c2ccccc2Br)S1,-3,5
Cc1nnc(NC(=O)CSc2n[nH]c(CC(C)C)n2)s1,-6,-1
O=C1CSC(c2cccc([N+](=O)[O-])c2)N1c1c(F)cccc1F (centres undefined),10,0
COCCn1cc2c3c(cccc31)CN(C(=O)COc1ccccc1)CC2,55*,-1
COc1cccc(CNC(=O)NCCC2CCN(C(=O)NC3CCCCC3)CC2)c1,-12,7

# An excerpt, so the mix of outcomes need not match the whole.
